Screening data from PubChem BioAssay.
RGS4 inhibitor: Inhibitors of Regulator of G Protein Signaling (RGS) 4: qHTS; Regulator of G-protein signaling 4 (Homo sapiens), P49798; Transcreener GDP fluorescence polarization, RGS4-accelerated GTP hydrolysis; Potency, µM (highest dose often 114 µM), without a hit: at the highest dose activity change, negative = inhibition, most hits filed as inhibitors; 390,000 tested, 0.039% active; AID 504845, 2011; note: % is set by controls: 0 for no effect and ±100 for the full control effect; nearly all actives have a fitted effect of over 75% in size; some results filed as inactive show a strong effect at the top dose
Target sequence (P49798 whole entry, looked up): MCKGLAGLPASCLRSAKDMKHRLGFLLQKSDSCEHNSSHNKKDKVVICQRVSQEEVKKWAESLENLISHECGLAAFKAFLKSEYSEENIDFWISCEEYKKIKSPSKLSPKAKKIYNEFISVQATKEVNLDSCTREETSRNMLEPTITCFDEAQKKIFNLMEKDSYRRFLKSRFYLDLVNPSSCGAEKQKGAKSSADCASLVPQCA
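MLSMR compounds (23 nl, pin-transferred) preincubated 10 min at room temperature with a 500nM (2x) first reagent, then RGS4 at 900nM (2x) plus Transcreener GDP mix added; fluorescence polarization (620/688 nm) read before and after 90 min at 30 °C.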
ALOX12 inh: Primary qHTS assay for inhibitors of human arachidonate 12S-lipoxygenase (ALOX12): Round 2; Polyunsaturated fatty acid lipoxygenase ALOX12 (Homo sapiens), P18054; purified 12hLO, xylenol orange hydroperoxide absorbance; Potency, µM (series often up to 108 µM), for the others: at the top dose activity change, negative = inhibition, hits mostly inhibitors; 580,000 tested, 1.1% active; AID 1671190, 2021; note: % is set by controls: 0 for no effect and ±100 for the full control effect
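Purified human 12hLO at 150 nM in 25 mM Hepes, 0.01% Triton X-100, pH 7.0, preincubated 15 min at room temperature with compound. Reaction started with 40 uM arachidonic acid, 30 min at room temperature. Hydroperoxide measured by Fe-xylenol orange, 573/405 nm absorbance ratio.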
RXFP1 agonist: qHTS Assay for Agonists of the Relaxin Receptor RXFP1; Relaxin receptor 1 (Homo sapiens), Q9HBX9; HEK293T-RXFP1 cAMP TR-FRET, 30 min; response scale: percent of porcine relaxin response, buffer zero; Potency, µM (doses to about 57.5 µM), inactives show at the top dose activation, usual class: activators; 370,000 tested, 0.3% active; note: % is set by controls: 0 for no effect and ±100 for the full control effect; nearly all actives have a fitted effect of over 60% in size; many of its hits are not listed in these tables
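HEK293 cells stably expressing RXFP1, treated 30 min at 37C with compounds plus PDE4 inhibitor Ro 20174; cAMP measured by HTRF TR-FRET. Normalized to buffer and 29 nM porcine relaxin; EC50 by Hill fit.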
TrxR1 substrate: qHTS Assay for Substrates of Mammalian Selenoprotein Thioredoxin Reductase 1 (TrxR1): qHTS; 390,000 tested, 0.01% active; Thioredoxin reductase 1, cytoplasmic (Rattus norvegicus), O89049; Potency, µM (titrated, usually from 114 µM), for inactives: at the top dose activity change, negative = substrate turnover; purified TrxR1 substrate turnover, NADPH consumption readout; note: % is set by controls: 0 for no effect and ±100 for the full control effect; nearly all actives have a fitted effect of over 50% in size
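Rat TrxR1, dispensed at 90 nM, was prereduced with 400 uM NADPH (final) for 5 min at ~22 deg C, then incubated with compound 15 min before 400 uM selenite. A first-read NADPH fluorescence drop versus no-compound background flagged substrates.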
Vif-APOBEC3F blk: qHTS for Inhibitors of Vif-A3F Interactions: qHTS; Potency, µM (highest dose often 46.1 µM), inactives show at the top dose activity, negative = active; HeLa A3F-eYFP + Vif (tagged APOBEC3F with the HIV-1 protein that degrades it), YFP fluorescence increase; 390,000 tested, 0.2% active; note: % of control where 0% means no effect; nearly all actives have a fitted effect of over 65% in size
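HeLa cells stably expressing Vif plus C-terminally eYFP-tagged A3F were seeded, incubated overnight at 37 deg C, dosed with compound, incubated overnight again at 37 deg C. Yellow fluorescence (Ex 488/Em 500-530) reported blocked Vif-mediated A3F-eYFP degradation.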
mIDH1 inhibitor: qHTS for Inhibitors of mutant isocitrate dehydrogenase 1 (IDH1): qHTS; IDH1-R132H enzyme, NADPH consumption, diaphorase/resazurin fluorescence; Potency, µM (series often up to 76.6 µM), for the others: at the highest dose activity change, negative = inhibition, most hits filed as inhibitors; 390,000 tested, 0.093% active; note: % is set by controls: 0 for no effect and ±100 for the full control effect; nearly all actives have a fitted effect of over 65% in size
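IDH1-R132H (0.5 ug/mL dispensed) in pH 7.5 Tris buffer was preincubated 30 min with compound, then given a substrate mix of 0.016 mM NADPH and 2 mM alpha-KG for 80 min at room temperature; remaining NADPH was read by diaphorase/resazurin fluorescence.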
TrxR1 inh: qHTS Assay for Inhibitors of Mammalian Selenoprotein Thioredoxin Reductase 1 (TrxR1): qHTS. 390,000 tested, 1% active. Potency, µM (titrated, usually from 114 µM), for inactives: at the top dose activity change, negative = inhibition, most hits filed as inhibitors. recombinant rTrxR1, NADPH fluorescence consumption, selenite substrate. Thioredoxin reductase 1, cytoplasmic (Rattus norvegicus), O89049; note: % is set by controls: 0 for no effect and ±100 for the full control effect; nearly all actives have a fitted effect of over 65% in size
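Rat TrxR1 (90 nM in the dispensed reagent) was pre-reduced with 400 uM NADPH for 5 min at room temperature, then incubated with compound for 15 min. After 400 uM selenite was added, NADPH fluorescence (Ex 340/Em 450 nm) was followed for 8 min.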
USP1-UAF1 inh: Inhibitors of USP1/UAF1: Primary Screen. Ubiquitin carboxyl-terminal hydrolase 1 (Homo sapiens), O94782. recombinant USP1/UAF1, Ub-Rhodamine cleavage fluorescence. Potency, µM (highest dose often 57.1 µM), for inactives: top-dose activity change, negative = inhibition, most hits filed as inhibitors. 390,000 tested, 0.23% active; note: % is set by controls: 0 for no effect and ±100 for the full control effect; nearly all actives have a fitted effect of over 60% in size; inactives centre near -12
Target sequence (O94782 whole entry, looked up): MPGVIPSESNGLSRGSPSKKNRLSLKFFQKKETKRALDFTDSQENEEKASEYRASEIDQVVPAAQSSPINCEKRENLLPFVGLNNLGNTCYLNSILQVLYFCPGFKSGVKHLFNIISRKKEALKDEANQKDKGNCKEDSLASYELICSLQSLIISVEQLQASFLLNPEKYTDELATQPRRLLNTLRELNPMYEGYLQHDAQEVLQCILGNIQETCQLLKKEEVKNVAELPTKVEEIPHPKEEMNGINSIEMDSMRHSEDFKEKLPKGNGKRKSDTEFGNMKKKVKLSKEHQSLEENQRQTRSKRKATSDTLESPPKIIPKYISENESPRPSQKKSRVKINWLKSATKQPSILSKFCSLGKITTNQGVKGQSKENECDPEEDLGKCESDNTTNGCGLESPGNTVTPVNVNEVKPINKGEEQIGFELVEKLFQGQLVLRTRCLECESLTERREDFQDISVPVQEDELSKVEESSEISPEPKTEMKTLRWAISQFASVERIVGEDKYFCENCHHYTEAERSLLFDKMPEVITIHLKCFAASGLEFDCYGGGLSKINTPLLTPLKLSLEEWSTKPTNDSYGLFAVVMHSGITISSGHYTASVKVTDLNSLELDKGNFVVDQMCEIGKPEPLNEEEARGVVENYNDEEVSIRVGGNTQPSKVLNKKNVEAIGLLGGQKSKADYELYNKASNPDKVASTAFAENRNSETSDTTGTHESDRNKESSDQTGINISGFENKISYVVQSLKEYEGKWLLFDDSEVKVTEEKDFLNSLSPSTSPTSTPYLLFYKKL
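USP1/UAF1 complex (1 nM) preincubated 15 min at room temperature with compound, then Ub-Rho substrate (150 nM final) added. Kinetic fluorescence at 480/540 nm over 6 reads at 60 s intervals; 50 mM HEPES pH 7.8, 0.5 mM EDTA, 0.1 mg/ml BSA, 1 mM TCEP, 0.01% Tween-20.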
Vif-A3G inh: qHTS for Inhibitors of Vif-A3G Interactions: qHTS | AID 602310, 2012 | HeLa A3G-eYFP + Vif (tagged APOBEC3G with the HIV-1 protein that degrades it), YFP fluorescence, overnight | Potency, µM (series often up to 46.1 µM), for inactives: top-dose activity, negative = active, hits mostly inhibitors | 410,000 tested, 0.076% active | DNA dC->dU-editing enzyme APOBEC-3G (Homo sapiens), Q9HC16;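 note: % is set by controls: 0 for no effect and ±100 for the full control effect; nearly all actives have a fitted effect of over 60% in size; hits raise eYFP signal because A3G escapes Vif-driven loss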
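HeLa cells stably expressing Vif and C-terminally eYFP-tagged A3G, seeded overnight at 37 deg C, then exposed to compound by pintool overnight at 37 deg C. Rise in yellow fluorescence (Ex 488/Em 500-530, Acumen) marks blocked Vif-driven A3G degradation.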
Numbers without * were called inactive; u = inconclusive; x = not tested or not shown; [ ] = another dose, or the depositor's remark. Calls come from the whole dose curve; as a rule, active = well fitted curve in the direction sought with a large enough effect; inconclusive = small, poorly fitted or top-dose-only effect, or another doubt; inactive = no such curve, though single readings can be large; an effect the other way counts as inactive or inconclusive. Potency is the fitted concentration of half-maximal effect. Some of the compounds tested (hit frequency here may not be typical).

SMILES	RGS4 inhibitor	ALOX12 inh	RXFP1 agonist	TrxR1 substrate	Vif-APOBEC3F blk	mIDH1 inhibitor	TrxR1 inh	USP1-UAF1 inh	Vif-A3G inh
O=[N+]([O-])c1ccccc1S(=O)(=O)N1CCc2ccccc2C1	-7.8%	1.2%	-1.5%	3.9%[57.1 µM]	16.0%	-2.6%	18.0%[57.1 µM]	-22.0%	-5.5%
Cn1nc([N+](=O)[O-])nc1Sc1nnnn1-c1ccc(C(=O)O)cc1	-16.0%	0.3%	12.8%	7.7%	3.2%	13.3%	u	-21.6%	-7.0%
CCOC(=O)CSc1nc(C)c(C(C)=O)cc1C#N	-9.6%	-6.7%	0.9%	-2.6%	-4.4%	3.2%	-9.4%	-21.4%	1.2%
Cc1cccc(C)c1NC(=O)CNC(=O)c1ccc(COc2ccccc2)cc1	-11.9%	66.8%[activator]	2.4%	3.4%	-1.8%	-2.9%	21.5%	-18.0%	5.0%
COc1ccccc1C1CC(c2cccc(NS(C)(=O)=O)c2)=NN1S(=O)(=O)c1ccccc1 (stereo not given)	-8.3%	0.0%	-1.2%	1.1%	-15.7%	0.2%	28.4%	-26.8%	-9.7%
Cc1cc(NC(C)C)n2c(nc3ccccc32)c1C#N	13.9%	1.3%	4.3%	152.5%[activator][57.1 µM]	-5.2%	2.3%	22.9%[57.1 µM]	-18.0%	0.9%
CCOC(=O)N1CCN(Cc2nc3cc(NC(C)=O)ccc3n2CC)CC1	22.8%	0.0%	0.4%	-2.2%	3.3%	-8.4%	13.1%	-9.6%	-1.1%
COc1ccc(N2CCN(CC(O)COc3ccc(C(C)(C)C)cc3)CC2)cc1 (stereo not given)	-14.7%	u	0.9%	5.0%	0.6%	-19.2%	10.4%	-18.9%	3.2%
CCCS(=O)(=O)N1CCC(C(=O)N2CCCC2)CC1	5.1%	2.1%	0.6%	12.5%[57.1 µM]	5.7%	22.5%	19.5%[57.1 µM]	6.1%	3.5%
CCCCNc1c(-c2ccc(SC(C)CC)c(OC)c2)nc2ccc(Cl)cn12 (stereo not given)	-11.2%	u	x	8.6%	2.2%	16.1%	23.1%	u	1.7%
O=c1cc(-c2ccccc2)nc2cc(-c3ccc(Br)cc3)[nH]n12	4.0%	0.0%	-2.8%	6.2%	-0.8%	-1.3%	12.7%	-10.0%	-11.8%
O=C(c1cc2ccccc2oc1=O)N1CCCN(C(=O)c2cc3ccccc3oc2=O)CC1	-1.9%	0.0%	x	3.8%	3.9%	3.4%	0.3%	-28.6%	1.0%

The list goes on (2 carried over from the part before).
SMILES	RGS4 inhibitor	ALOX12 inh	RXFP1 agonist	TrxR1 substrate	Vif-APOBEC3F blk	mIDH1 inhibitor	TrxR1 inh	USP1-UAF1 inh	Vif-A3G inh
O=c1cc(-c2ccccc2)nc2cc(-c3ccc(Br)cc3)[nH]n12	4.0%	0.0%	-2.8%	6.2%	-0.8%	-1.3%	12.7%	-10.0%	-11.8%
O=C(c1cc2ccccc2oc1=O)N1CCCN(C(=O)c2cc3ccccc3oc2=O)CC1	-1.9%	0.0%	x	3.8%	3.9%	3.4%	0.3%	-28.6%	1.0%
CC(C)=C(c1ccc(Cl)cc1)c1c(N)ncnc1N	x	22.6%	x	x	-4.8%	-7.5%	x	0.9%	-0.4%
COc1ccccc1-c1c(C)nn2c(C(F)(F)F)cc(-c3ccccc3)nc12	9.4%	0.0%	3.4%	2.4%	5.5%	14.0%	27.3%	-25.3%	4.1%
COc1cc2c(cc1OC)C(C)N(S(=O)(=O)c1cccs1)CC2 (stereo not given)	-12.6%	10.3%	0.5%	6.1%	-0.2%	-0.2%	16.9%	-17.7%	3.1%
Cc1ccccc1NC1=CC(=O)CC(C)(C)C1	20.7%	7.6%	-1.2%	-6.6%	-12.8%	-0.6%	-3.2%	1.6%	-0.7%
COC(=O)c1ccc(NS(=O)(=O)c2ccc(-c3cc(C)no3)s2)cc1	35.9%	1.6%	3.1%	-8.3%	-2.9%	-17.4%	9.0%	-11.3%	-9.0%
Cc1ccc(S(=O)(=O)N2[C@@H](c3cccc(Cl)c3)C(C(=O)O)=CC[C@H]2c2ccc(Cl)c(Cl)c2)cc1	8.6%	u	1.5%	9.5%[57.1 µM]	0.5%	-13.0%	28.6%[57.1 µM]	-17.0%	-11.8%
Cc1ccc(NC(=O)CN2C(=O)c3ccccc3Sc3ccc(C(=O)N4CCOCC4)cc32)cc1F	25.1%	-22.9%	17.4%	-7.4%[57.1 µM]	6.1%	38.0%[activator]	3.4%[57.1 µM]	-2.8%	-4.0%
COc1cc(C(=O)NCC(=O)N/N=C(/C)c2ccc3c(c2)CCCC3)cc(OC)c1OC	-29.8%	-6.8%	0.6%	1.0%	3.9%	0.1%	16.1%[57.1 µM]	-17.0%	-0.3%
CC1(C)CC(=O)C=C(NCCc2ccc(S(N)(=O)=O)cc2)C1	39.2%	0.0%	-1.2%	12.6%[57.1 µM]	1.1%	1.4%	12.4%[57.1 µM]	-6.1%	-4.5%
COc1ccc(C(=O)N[C@H](C(=O)NCCCSc2ccccc2)C(C)C)cc1	8.1%	-18.0%	x	1.5%[57.1 µM]	1.0%	11.2%	4.4%	1.8%	3.3%
Cc1cccc(OCCn2c(CCCO)nc3ccccc32)c1	21.3%	-13.9%	0.7%	1.2%[57.1 µM]	0.9%	6.1%	23.4%[57.1 µM]	-11.8%	0.2%
COc1ccc(OCC(=O)NNC(=O)c2cc3ccccc3o2)cc1	9.6%	-12.5%	0.9%	-0.2%	1.3%	2.5%	-8.0%	0.6%	-2.4%
Cc1ccc(C(c2nnnn2CC2CCCO2)N2CCN(C)CC2)cc1 (stereo not given)	12.4%	-2.8%	0.6%	2.1%	-4.8%	-4.7%	21.0%	-24.0%	3.8%
Cc1nn(-c2ccccc2)nc1CNC(=O)C1CCC1	17.4%	-10.5%	1.5%	-8.9%	-5.1%	-8.0%	3.1%	-11.8%	-1.5%
Cc1c(NC(=O)C(C)N2C(=O)C3C4C=CC(C4)C3C2=O)c(=O)n(-c2ccccc2)n1C (stereo not given)	-13.4%	u	0.2%	9.6%	1.3%	1.8%	39.4%[activator]	u	5.8%
CCCCOC(=O)CCc1c(C)[nH]c(=S)[nH]c1=O	3.8%	u	1.1%	-7.5%	-6.4%	-0.1%	u	6.4%	-3.1%
COc1ccc(C(=O)NNC(=O)c2ccccc2[N+](=O)[O-])cc1	-15.8%	7.5%	7.3%	-6.1%	3.4%	-0.4%	-6.6%	-17.4%	-3.5%
O=C(O)c1ccc(NC(=O)C2CCN(S(=O)(=O)c3ccc4c(c3)OCCO4)CC2)cc1	x	-14.5%	x	x	2.5%	-4.1%	x	1.8%	-0.4%
CC(C)c1ccc(S(=O)(=O)N2CCN(C(=O)C3CCCC3)CC2)cc1	-4.8%	10.5%	-0.8%	-9.1%	-8.7%	0.1%	15.9%[57.1 µM]	-10.6%	-1.7%
OC(CNc1ncnc2sccc12)c1ccccc1 (stereo not given)	-28.3%	-3.3%	0.0%	7.3%	12.4%	0.0%	11.4%	-20.6%	-0.5%
c1ccc2cc(OCCN3CCCC3)ccc2c1	17.4%	u	-0.4%	10.9%	-8.6%	8.8%	8.0%	-24.8%	-3.2%
CN1CCN(C(=O)CCN2C(=O)S/C(=C/c3ccc(Cl)cc3)C2=O)CC1	5.3%	-8.9%	-0.8%	3.2%[57.1 µM]	-14.2%	-3.9%	5.3%[57.1 µM]	1.1%	0.7%
CCOc1ccc(NC(=O)CSc2nnc(CC)c(CC)n2)cc1	-1.9%	u	-0.3%	8.4%[57.1 µM]	5.3%	1.9%	19.8%[57.1 µM]	-10.7%	8.5%
COc1ccc(OC)c(NC(=O)c2ccc(-c3nc(COc4ccccc4)c(C)o3)cc2)c1	6.4%	-5.2%	3.3%	-6.1%	-5.4%	25.6%	5.0%	-20.0%	5.0%
COc1ccc(Nc2nccc(N(C)C)c2C#N)cc1	-19.1%	-3.2%	-1.9%	3.4%[57.1 µM]	11.4%	11.3%	6.1%[57.1 µM]	-19.6%	1.5%
CCOC(=O)CCNC(=O)N1CCCC(CCC(=O)N(C)CCc2ccccn2)C1 (stereo not given)	18.7%	1.3%	0.9%	-2.0%	-1.8%	-1.5%	11.5%	5.2%	0.7%
CSCCC(/C(O)=C(\C#N)c1nc2ccccc2[nH]1)N1C(=O)c2ccccc2C1=O (stereo not given)	-28.4%	-0.6%	0.9%	-14.4%	2.3%	-0.4%	2.1%[57.1 µM]	-7.1%	-10.2%
